# Screens (PubChem BioAssay)
# OXTR agonist: agonists of human oxytocin receptor. P30559. CHO-OTR cells, Fluo-8 calcium fluorescence; normalized: DMSO 0%, oxytocin 100%. activation, % at 3 µM. 0.32% of 320,000 active;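 active = activation above the mean of all tested compounds plus 3 SD, cutoff set per screening run, cut at about 20% in these data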;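 note: peak over basal fluorescence ratio from a 100 s FLIPR kinetic read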
# Target sequence (P30559 whole entry, looked up): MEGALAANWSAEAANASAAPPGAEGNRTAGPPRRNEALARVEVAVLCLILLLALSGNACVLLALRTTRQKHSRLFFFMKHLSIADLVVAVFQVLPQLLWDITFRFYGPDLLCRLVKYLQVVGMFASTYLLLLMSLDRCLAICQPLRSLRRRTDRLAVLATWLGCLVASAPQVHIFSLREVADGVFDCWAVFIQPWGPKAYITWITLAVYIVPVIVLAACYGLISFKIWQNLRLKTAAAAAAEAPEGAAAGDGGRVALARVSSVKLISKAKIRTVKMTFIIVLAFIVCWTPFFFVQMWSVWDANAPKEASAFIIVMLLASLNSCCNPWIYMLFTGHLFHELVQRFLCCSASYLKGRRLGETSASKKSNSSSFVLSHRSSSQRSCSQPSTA
# V1R ag counter: counter-screen for oxytocin receptor agonists: human V1a receptor agonists | P37288 | CHO-V1R cells, Fluo-8 calcium fluorescence, agonist mode; 0% DMSO, 100% 3 nM vasopressin | activation, % at 3 µM | 0.25% of 320,000 active | AID 2797;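 active = activation above the mean activation of all tested compounds plus 3 SD, per screening run, cut at about 20% in these data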;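 note: signal is peak over basal fluorescence ratio across a 100 second FLIPR read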
# TAAR1 antag: human TAAR1 antagonism; 1.5% of 360,000 active; AID 624466; Q96RJ0; inhibition, % at 3 µM; CHO RD-HGA16 TAAR1, Fluo-8 calcium fluorescence, antagonist;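 active = inhibition above a per-plate cutoff, the mean inhibition of test compounds on that plate plus 3 SD, cut at about 49% in these data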;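 note: 0% = DMSO plus EC80 beta-PEA response and 100% = DMSO alone without agonist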
# Target sequence (Q96RJ0 whole entry, looked up): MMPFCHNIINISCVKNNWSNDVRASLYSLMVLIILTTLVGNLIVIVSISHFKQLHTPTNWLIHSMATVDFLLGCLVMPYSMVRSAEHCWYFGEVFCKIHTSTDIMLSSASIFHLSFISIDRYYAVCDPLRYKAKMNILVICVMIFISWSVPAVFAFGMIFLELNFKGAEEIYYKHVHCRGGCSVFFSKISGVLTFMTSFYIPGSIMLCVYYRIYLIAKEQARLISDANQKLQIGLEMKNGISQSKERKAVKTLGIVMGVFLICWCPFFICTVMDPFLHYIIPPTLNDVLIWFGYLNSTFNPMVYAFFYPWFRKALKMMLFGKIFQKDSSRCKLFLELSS
#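 Test system: RD-HGA16 CHO cells with stable hTAAR1 and Gα16 / Probe or stimulus: EC80 β-phenethylamine stimulus / Times: seeding 17-24 h prior, 75-min 37 °C, 30-min RT dye loading / Detection: Fluo-8 calcium-sensitive fluorescence / Read-out basis: % inhibition scaled between DMSO and EC80 PEA controls / Repeats: singlicate, one well per test compound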
# CHRM1 agonist: agonists of human M1 muscarinic receptor. CHO-K1 hM1, Fluo-8 calcium fluorescence, agonist mode; 0% DMSO, 100% acetylcholine EC100. P11229. activation, % at 3 µM. 0.33% of 360,000 active;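 active = activation above the run's mean compound activation plus 3 SD, cut at about 16% in these data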;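 note: peak over basal fluorescence ratio within a 140 s kinetic read after compound addition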
# CHRM1 PAM: potentiates human M1 receptor response to acetylcholine; P11229; AID 588819; activation, % at 3 µM; 0.088% of 360,000 active; CHO-K1 hM1, Fluo-8 calcium fluorescence, ACh EC20; 0% = ACh EC20, 100% = maximal ACh; in the data active = activation above about 19%, passing the limit was not always enough
# M1 antag: human CHRM1 antagonism; inhibition, % at 3 µM; 1.3% of 360,000 active; P11229; CHO-K1 hM1, Fluo-8 calcium fluorescence, ACh EC80 antagonist;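 active = percent inhibition above its own plate's cutoff, namely the mean of that plate's compound wells plus 3 SD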;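 note: peak over basal fluorescence ratio during 140 s after agonist addition; 0% = ACh EC80 plus DMSO and 100% = DMSO alone without agonist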
# TAAR1 agonist: human TAAR1 agonism; Q96RJ0; activation, % at 3 µM; AID 624467; CHO RD-HGA16 TAAR1, Fluo-8 calcium fluorescence; vehicle wells 0%, saturating PEA agonist 100%; 0.99% of 360,000 active;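 active = activation above the mean activation of all test compounds in the run plus 3 SD, cut at about 38% in these data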
#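 Repeats: no replicates (n 1) | Material: CHO-derived RD-HGA16 cells with stable Gα16 and human TAAR1 | Technique: Kinetic Fluo-8 calcium fluorescence | Schedule: 17-24 h seeding, 75 min 37 °C dye, 30 min RT | Evaluation: % activation from peak over basal fluorescence ratio, DMSO-to-PEA scaled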
# CHO parental Ca: counter-screen: ATP calcium response change in parental CHO cells. 0.63% of 330,000 active. inhibition, % at 5.6 µM. parental CHO-K1, ATP-induced calcium, Fluo-8 fluorescence;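 active = inhibition above that plate's mean sample inhibition plus 3 SD, cut at about 26% in these data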;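 note: 0% = ATP-challenged DMSO wells and 100% = DMSO wells without ATP; some compounds past the cut are filed as inactive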
#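 Test system: untransfected parental CHO cell line; also added: ATP stimulus; dosing: 5.6 µM, single dose; signal: calcium-sensitive Fluo-8 fluorescence; measure: percent inhibition of ATP-evoked calcium rise, normalized to controls; benchmarks: low control ATP plus DMSO, high control DMSO only; replication: one well per compound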
# OXTR potentiator: human OXTR potentiation. P30559. CHO-OTR cells, Fluo-8 calcium fluorescence, potentiator mode; 0% = oxytocin EC15, 100% = EC100. AID 2445. 0.061% of 320,000 active. activation, % at 3 µM;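 active = activation above that plate's cutoff, the mean activation of tested compounds plus 3 SD, cut at about 6.6% in these data, passing the limit was not always enough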;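 note: 100% uses oxytocin at 75 nM as the full agonist control; some results filed as inactive read as strong as hits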
#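 System: human OTR in CHO cells / Also added: sub-maximal oxytocin, roughly EC15 / Control set: EC15 oxytocin low, 75 nM oxytocin high / Schedule: 6 min compound pre-incubation at room temperature, 100 s kinetic read / Compound: single-point 3.0 µM / Replication: singlicate / Technique: Fluo-8 calcium dye fluorescence / Read-out basis: % activation of max/min ratio relative to oxytocin controls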
# * = called active by the depositor; · = not tested or not shown; & = joins results of further samples. Random draw from the library; overall some 3.7% were active at least once.
# Start of the data: the first 12 records, to show the layout:
1. Cc1cc(C(=O)N/N=C/c2ccc(-c3ccc([N+](=O)[O-])cc3Cl)o2)n[nH]1
2. CCCC(C(=O)n1nc(C)cc1C)C(NS(=O)(=O)c1ccc(C)cc1)c1ccccc1 (stereo not drawn)
3. CCOC(=O)C1=C(C)N(c2ccccc2)C(=O)C1
4. COC(=O)CNC(=O)c1ccccc1C
5. COc1ccc(CC(=O)N2N=C(C)CC2(O)C(F)(F)F)cc1 (stereo not drawn)
6. CCOC(=O)c1nc(NCc2cccc(OC)c2)c2ccccc2n1
7. O=C(NCCN1CCOCC1)c1cc(Cl)ccc1[N+](=O)[O-]
8. CC(=O)C1=C(O)C(=O)N(c2nccs2)C1c1ccccc1 (stereo not drawn)

Compound | 1 | 2 | 3 | 4 | 5 | 6 | 7 | 8
OXTR agonist | -0.3 | -1.0 | -0.1 | 2.6 | 1.0 | -0.4 | -0.2 | 1.4
V1R ag counter | 2.0 | 2.5 | 0.5 | 0.2 | 0.8 | -0.5 | -0.1 | 0.5
TAAR1 antag | 0 | 47 | 10 | -5 | -7 | 2 | -4 | -6
CHRM1 agonist | -2 | -3 | -6 | -2 | -7 | -3 | · | -3
CHRM1 PAM | -1 | -10 | 3 | -5 | 6 | 1 | · | 2
M1 antag | -5 | -12 | -1 | 10 | -13 | 1 | · | -2
TAAR1 agonist | 5 | 12 | 1 | 1 | 1 | 0 | -1 | -1
CHO parental Ca | -12 | 41* | -18 | 5 | -5 | -3 | -3 | 6
OXTR potentiator | -2 | -16 | -2 | -7 | -5 | -8 | -6 | -14

9. Cc1cccc(N(CC(=O)NCCSCc2ccco2)S(=O)(=O)c2ccccc2)c1
10. COC(=O)/C(=C/c1c[nH]c2ccccc12)[N+](=O)[O-]
11. CSc1nc(SCC(=O)O)c2c3c(sc2n1)COC(C)(C)C3
12. O=C(Nc1cccc(F)c1)c1ccc(CSc2ccccc2)o1

Compound | 9 | 10 | 11 | 12
OXTR agonist | -1.8 | 0.0 | -0.7 | -0.1
V1R ag counter | 0.7 | 0.8 | 0.7 | 3.2
TAAR1 antag | 40 | -7 | -11 | 12
CHRM1 agonist | -3 | -3 | -3 | -10
CHRM1 PAM | -8 | 6 | 5 | 5
M1 antag | 13 | -16 | -6 | -9
TAAR1 agonist | 8 | 1 | 1 | -1
CHO parental Ca | -11 | -1 | -6 | -14
OXTR potentiator | -19 | 0 | 2 | -10

# The listing, repeating the preview:
1. Cc1cc(C(=O)N/N=C/c2ccc(-c3ccc([N+](=O)[O-])cc3Cl)o2)n[nH]1
2. CCCC(C(=O)n1nc(C)cc1C)C(NS(=O)(=O)c1ccc(C)cc1)c1ccccc1 (stereo not drawn)
3. CCOC(=O)C1=C(C)N(c2ccccc2)C(=O)C1
4. COC(=O)CNC(=O)c1ccccc1C
5. COc1ccc(CC(=O)N2N=C(C)CC2(O)C(F)(F)F)cc1 (stereo not drawn)
6. CCOC(=O)c1nc(NCc2cccc(OC)c2)c2ccccc2n1

Compound | 1 | 2 | 3 | 4 | 5 | 6
OXTR agonist | -0.3 | -1.0 | -0.1 | 2.6 | 1.0 | -0.4
V1R ag counter | 2.0 | 2.5 | 0.5 | 0.2 | 0.8 | -0.5
TAAR1 antag | 0 | 47 | 10 | -5 | -7 | 2
CHRM1 agonist | -2 | -3 | -6 | -2 | -7 | -3
CHRM1 PAM | -1 | -10 | 3 | -5 | 6 | 1
M1 antag | -5 | -12 | -1 | 10 | -13 | 1
TAAR1 agonist | 5 | 12 | 1 | 1 | 1 | 0
CHO parental Ca | -12 | 41* | -18 | 5 | -5 | -3
OXTR potentiator | -2 | -16 | -2 | -7 | -5 | -8

# Look-ups from above:
# CCCC(C(=O)n1nc(C)cc1C)C(NS(=O)(=O)c1ccc(C)cc1)c1ccccc1 (stereo not drawn) – CHO parental Ca = 41*
# COC(=O)CNC(=O)c1ccccc1C – CHO parental Ca = 5

# The list goes on.
7. O=C(NCCN1CCOCC1)c1cc(Cl)ccc1[N+](=O)[O-]
8. CC(=O)C1=C(O)C(=O)N(c2nccs2)C1c1ccccc1 (stereo not drawn)
9. Cc1cccc(N(CC(=O)NCCSCc2ccco2)S(=O)(=O)c2ccccc2)c1
10. COC(=O)/C(=C/c1c[nH]c2ccccc12)[N+](=O)[O-]
11. CSc1nc(SCC(=O)O)c2c3c(sc2n1)COC(C)(C)C3
12. O=C(Nc1cccc(F)c1)c1ccc(CSc2ccccc2)o1

Compound | 7 | 8 | 9 | 10 | 11 | 12
OXTR agonist | -0.2 | 1.4 | -1.8 | 0.0 | -0.7 | -0.1
V1R ag counter | -0.1 | 0.5 | 0.7 | 0.8 | 0.7 | 3.2
TAAR1 antag | -4 | -6 | 40 | -7 | -11 | 12
CHRM1 agonist | · | -3 | -3 | -3 | -3 | -10
CHRM1 PAM | · | 2 | -8 | 6 | 5 | 5
M1 antag | · | -2 | 13 | -16 | -6 | -9
TAAR1 agonist | -1 | -1 | 8 | 1 | 1 | -1
CHO parental Ca | -3 | 6 | -11 | -1 | -6 | -14
OXTR potentiator | -6 | -14 | -19 | 0 | 2 | -10

13. CC(=O)Nc1cccc(-c2ccnc3c2CC(C)(C(=O)Nc2ccc(C(C)C)cc2)O3)c1 (stereo not drawn)
14. Cn1nnc(NC(=O)c2cccc(F)c2)n1
15. O=S(=O)(/N=C(/Nc1cc(N2CCOCC2)ncn1)c1ccc(F)cc1)c1ccccc1
16. CC1(C(=O)NS(=O)(=O)C2CC2)CCCN(C(=O)c2cccnc2Oc2ccccc2)C1 (stereo not drawn)
17. CS(=O)(=O)N(CC(=O)O)c1cc(C(F)(F)F)ccc1Cl
18. CCOC(=O)c1cnc2c(N=Nc3ccccc3)c(N)nn2c1N

Compound | 13 | 14 | 15 | 16 | 17 | 18
OXTR agonist | · | -1.2 | 0.2 | · | -0.1 | -1.9
V1R ag counter | · | -1.3 | 1.8 | · | 0.8 | -0.9
TAAR1 antag | -25 | -12 | -25&18 | 11 | 9 | -11
CHRM1 agonist | -2 | -3 | -4&-2 | -3 | 1 | -4
CHRM1 PAM | 4 | 7 | 3&-9 | 14 | 13 | 12
M1 antag | -10 | -11 | -9&-2 | -19 | -8 | -22
TAAR1 agonist | 0 | 3 | 22&6 | 1 | 2 | 8
CHO parental Ca | · | -1 | -23 | · | -7 | -18
OXTR potentiator | · | -9 | -6 | · | 0 | -5

19. Cc1ccc2c(c1)NCC(C(=O)NCc1ccccc1)O2 (stereo not drawn)
20. CN(C(=O)CSc1nnc(C2CC2)n1C1CC1)C1(C#N)CCCCC1
21. COCCOC1CCN(C(=O)c2cc(COc3ccc(F)cc3F)on2)CC1
22. Nc1ncnc2c1ncn2[C@@H]1O[C@H](C(=O)N[C@H](CO)Cc2ccc(O)cc2)[C@@H](O)[C@H]1O
23. CCCNC(=O)c1cccc(COCC(F)(F)F)c1
24. O=C(Cc1ccc(Cl)cc1)N/N=C/c1ccc(O)c(O)c1
25. Cc1ccc(NC(=O)COC(=O)C2CC3CCCC(C2)C3=O)c([N+](=O)[O-])c1 (stereo not drawn)
26. Cn1c2ccsc2c2ncn(Cc3ccc(F)cc3)c(=O)c21

Compound | 19 | 20 | 21 | 22 | 23 | 24 | 25 | 26
OXTR agonist | -0.5 | 0.3 | 0.2 | · | 0.5 | · | 2.1 | 4.1
V1R ag counter | -0.1 | -0.2 | 1.6 | · | 0.4 | · | 2.7 | 2.6
TAAR1 antag | 4 | 4 | -16 | 8 | 13 | 11 | 5 | 4
CHRM1 agonist | -5 | 0 | -3 | -2 | -2 | -3 | -5 | 2
CHRM1 PAM | 3 | 10 | 4 | -1 | -1 | 5 | 4 | 11
M1 antag | -5 | -11 | -3 | -14 | -2 | -7 | -7 | -9
TAAR1 agonist | -1 | 9 | 6 | 0 | 4 | 9 | 2 | 4
CHO parental Ca | -12 | -4 | -6 | · | 3 | · | -10 | -17
OXTR potentiator | -1 | -6 | 0 | · | -10 | · | -4 | -4
